Compound activity deposited in PubChem by several laboratories.
HTR5A inv ctr – counter-screen for OPRM1-OPRD1 inverse agonists: human HTR5A inverse agonism. P47898. HTR5A cell line, luminescence. hit rate 0.083% among 340,000. AID 504634. inhibition, % at 9.3 µM; in the data active = inhibition mostly above about 23%, no sharp cut-off; inactive = mostly below about 18%;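 note: 0% = cells with DMSO and 100% = no-cell wells with DMSO; some compounds called inactive have numbers as strong as hits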
HTR5A ag – counter-screen for OPRM1-OPRD1 agonists: human HTR5A agonism; AID 504692; P47898; activation, % at 9.3 µM; hit rate 0.61% among 340,000; HTR5A agonist assay, luminescence, cell-based; in the data active = activation mostly above about 9.5%, no sharp cut-off; inactive = mostly below about 7.6%;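 note: 0% = cells with vehicle only and 100% = reference agonist; strong numbers were not always called active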
SR-BI HDL uptake – inhibitors of mouse SR-BI mediated HDL lipid uptake; Q61009; ldlA[mSR-BI] CHO cells, DiI-HDL uptake fluorescence, 3 h; inhibition, % at 12.5 µM; hit rate 0.96% among 320,000; AID 488896;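 active = mean replicate inhibition of at least 70% and a set share of replicates each scoring 70 or more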;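 note: 0% = median of neutral control wells and 100% = median of positive control wells; values of inactives mirror those of a sister screen read the other way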
NSD2 HMT inh – NSD2 (human) methyltransferase inhibition; inhibition, % at 12.5 µM; hit rate 0.54% among 310,000; NSD2 peptide methylation, AlphaScreen, 120 min; AID 743445; in the data active = inhibition above about 50%
Wnt bcat act – activators of Wnt/beta-catenin signaling; hit rate 1.2% among 300,000; Wnt/beta-catenin reporter cell assay, activator, plate reader; activation, % at 9.35 µM; in the data active = activation above about 30%, passing the limit was not always enough;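 note: 0% = neutral control wells and 100% = positive control wells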
V-ATPase pHluor – regulators of yeast V-ATPase proton transport | S. cerevisiae, pHLuorin cytosolic pH fluorescence | response, % at 10 µM | hit rate 0.37% among 350,000; in the data active = response mostly above about 7.3%, no sharp cut-off; inactive = mostly below about 5.4%; note: actives read high; inactives centre near 0; some compounds called inactive have numbers as strong as hits; reference of the scale not given here
PvdQ inh – P. aeruginosa PvdQ acylase inhibition. purified PvdQ acylase, fluorescence plate reader. inhibition, % at 10 µM. hit rate 0.063% among 340,000; in the data active = inhibition above about 30%, passing the limit was not always enough;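 note: 0% = vehicle neutral wells and 100% = reference inhibitor wells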
CDK5 p35 inh – inhibitors of human CDK5/p35 kinase; AID 488839; Recombinant CDK5/p35, ADP-Glo luminescence, 60 min; inhibition, % at 10 µM; hit rate 0.01% among 330,000;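 active = highest replicate inhibition of at least 50% and at least 75% of replicates reaching 50%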;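 note: plate controls were DMSO neutral control for no effect and GW8510 at 10 µM for full effect; many of its hits are not listed in these tables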
Target sequence (Q00535 whole entry, looked up): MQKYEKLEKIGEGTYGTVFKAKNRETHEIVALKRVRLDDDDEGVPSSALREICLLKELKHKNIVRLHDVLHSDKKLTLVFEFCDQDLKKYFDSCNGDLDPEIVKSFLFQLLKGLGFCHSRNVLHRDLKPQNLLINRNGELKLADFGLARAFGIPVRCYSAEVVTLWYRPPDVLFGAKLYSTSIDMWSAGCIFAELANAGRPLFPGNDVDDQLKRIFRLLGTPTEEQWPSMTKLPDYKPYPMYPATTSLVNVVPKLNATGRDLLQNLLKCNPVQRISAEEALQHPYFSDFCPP
Target sequence (Q15078 whole entry, looked up): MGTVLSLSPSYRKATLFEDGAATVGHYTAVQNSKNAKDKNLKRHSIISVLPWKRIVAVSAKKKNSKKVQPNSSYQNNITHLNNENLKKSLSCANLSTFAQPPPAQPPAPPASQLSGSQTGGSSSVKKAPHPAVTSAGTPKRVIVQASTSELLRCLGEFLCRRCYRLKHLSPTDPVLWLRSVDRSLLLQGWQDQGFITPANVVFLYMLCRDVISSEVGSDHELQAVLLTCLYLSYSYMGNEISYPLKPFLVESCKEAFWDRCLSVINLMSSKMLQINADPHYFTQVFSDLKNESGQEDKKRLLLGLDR
MITF TRPM1 HTS – increases MITF-driven TRPM1 promoter luciferase signal; hit rate 0.75% among 300,000; activation, % at 12.5 µM; AID 588334; SK-MEL-5 TRPM1-promoter luciferase, 24 h; % of positive control, neutral wells = 0;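 active = mean activation of at least 80% with every replicate also reaching 80%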;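 note: 0% = neutral control wells and 100% = parthenolide positive control wells; values of inactives mirror those of a sister screen read the other way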
dFosB activator – enhances mouse delta FosB homodimer DNA binding; P13346; purified delta FosB, TAMRA-CDK5 oligo fluorescence polarization; percent of positive-control signal above neutral wells; activation, % at 25 µM; hit rate 0.99% among 340,000; AID 493131;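 active = mean activation above about 17%, with every replicate also reaching it, limit read from the data, passing the limit was not always enough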;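 note: fluorescence polarization rise as delta FosB binds a TAMRA Cdk5 AP-1 oligo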
Target sequence (P13346 whole entry, looked up): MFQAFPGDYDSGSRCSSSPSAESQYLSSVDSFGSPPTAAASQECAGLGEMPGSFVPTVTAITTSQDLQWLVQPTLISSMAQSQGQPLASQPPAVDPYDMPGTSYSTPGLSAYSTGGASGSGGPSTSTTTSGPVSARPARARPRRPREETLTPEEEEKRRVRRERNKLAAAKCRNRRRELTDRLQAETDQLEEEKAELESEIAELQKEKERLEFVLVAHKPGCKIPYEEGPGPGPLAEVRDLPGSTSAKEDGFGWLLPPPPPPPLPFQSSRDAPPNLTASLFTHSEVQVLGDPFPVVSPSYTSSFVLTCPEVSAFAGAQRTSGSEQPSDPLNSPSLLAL
* hit, by the source's call; & = joins results of further samples.

`CC(=O)CC1(O)C(=O)Nc2ccccc21` (stereo not drawn) gave HTR5A inv ctr 11, HTR5A ag -4, NSD2 HMT inh 1, Wnt bcat act 0&0, V-ATPase pHluor -3, PvdQ inh -10, CDK5 p35 inh -0.4, MITF TRPM1 HTS 2 and dFosB activator 3.
`Cc1cc(C(=O)Cn2cc([N+](=O)[O-])ccc2=O)c(C)n1CC1CCCO1` (stereo not drawn) gave HTR5A inv ctr -2, HTR5A ag 2, SR-BI HDL uptake -16, NSD2 HMT inh 3, Wnt bcat act 0, V-ATPase pHluor 1, PvdQ inh -8, CDK5 p35 inh 1.6, MITF TRPM1 HTS -3 and dFosB activator -9.
O=C(C(Cc1ccccc1)N1C(=O)C2C3C=CC(C3)C2C1=O)N1CCCCC1 (stereo not drawn) was read as HTR5A inv ctr -2, HTR5A ag 1, SR-BI HDL uptake -9, NSD2 HMT inh -1, V-ATPase pHluor -1, PvdQ inh -19, CDK5 p35 inh -2.1, MITF TRPM1 HTS -11 and dFosB activator -2.
O=C(COc1ccc(Br)cc1)Nc1ccc2c(c1)C(=O)NC2=O was read as HTR5A inv ctr -9, HTR5A ag 6, SR-BI HDL uptake 1, NSD2 HMT inh -3, Wnt bcat act 2, V-ATPase pHluor 3, PvdQ inh -7, CDK5 p35 inh 0.1, MITF TRPM1 HTS 9 and dFosB activator 6.
`COc1ccc(C(=O)NC(Oc2ccccc2)C(Cl)(Cl)Cl)cc1` (stereo not drawn) gave HTR5A inv ctr -9, HTR5A ag 3, SR-BI HDL uptake 6, NSD2 HMT inh 5, Wnt bcat act -3, V-ATPase pHluor 0, PvdQ inh 2, CDK5 p35 inh 1.1, MITF TRPM1 HTS 7 and dFosB activator -5.
CS(=O)(=O)N(CC(=O)N1CCOCC1)c1cc(Cl)ccc1Cl was read as HTR5A inv ctr 3, HTR5A ag -1, SR-BI HDL uptake -17, NSD2 HMT inh -2, Wnt bcat act 0, V-ATPase pHluor -1, PvdQ inh -7, CDK5 p35 inh -2.3 and dFosB activator -1.
`CCN1C(=NCc2cc(OC)c(OC)c(OC)c2)N[C@@H](c2cccc(C(F)(F)F)c2)C(C(=O)OC)=C1C` gave HTR5A inv ctr 5, HTR5A ag 0, SR-BI HDL uptake -10, Wnt bcat act -4, V-ATPase pHluor 0, PvdQ inh 2, CDK5 p35 inh -1.5, MITF TRPM1 HTS -2 and dFosB activator -1.
For CCOc1ccc(C(C(=O)NC2CCCC2)N(C(=O)c2snc(C(N)=O)c2N)C2CCCC2)cc1 (stereo not drawn) the results were HTR5A inv ctr -17, HTR5A ag 6, SR-BI HDL uptake 15, NSD2 HMT inh 5, Wnt bcat act -2, V-ATPase pHluor 1, PvdQ inh -4, CDK5 p35 inh 2.0, MITF TRPM1 HTS 3 and dFosB activator -13.
CCn1c(SCc2ccc(F)cc2)nnc1C1CCN(S(=O)(=O)c2ccc(OC)cc2)CC1 was read as HTR5A inv ctr -19, HTR5A ag 4, SR-BI HDL uptake -8, NSD2 HMT inh 0, Wnt bcat act -7, V-ATPase pHluor 1, PvdQ inh -14, CDK5 p35 inh 2.6, MITF TRPM1 HTS -8 and dFosB activator -10.
For O=C(Nc1ccccc1Cl)Oc1ccc(Cl)cc1Cl the results were HTR5A inv ctr -3, HTR5A ag 1, SR-BI HDL uptake -9, NSD2 HMT inh -4, Wnt bcat act -1, V-ATPase pHluor -3, PvdQ inh -6, CDK5 p35 inh 0.0, MITF TRPM1 HTS 15 and dFosB activator -1.
Screening CCOC(=O)COc1ccccc1/C=C1/NC(=O)NC1=O returned HTR5A inv ctr 14, HTR5A ag 3, SR-BI HDL uptake -9, NSD2 HMT inh 21, Wnt bcat act -3, V-ATPase pHluor -3, PvdQ inh -9, CDK5 p35 inh 1.5, MITF TRPM1 HTS -13 and dFosB activator -8.
For COC(=O)[C@H](CCSC)NC(=O)NC1CCN(Cc2ccccc2)CC1 the results were HTR5A inv ctr -3, HTR5A ag 1, SR-BI HDL uptake -19, NSD2 HMT inh 0, V-ATPase pHluor -2, PvdQ inh -17, CDK5 p35 inh 1.1, MITF TRPM1 HTS 19 and dFosB activator -3.
For Cc1ccc(S(=O)(=O)N2CCCC(C)C2)cc1 (stereo not drawn) the results were HTR5A inv ctr 1, HTR5A ag 3, NSD2 HMT inh -1, Wnt bcat act 0, V-ATPase pHluor 0, PvdQ inh -21, CDK5 p35 inh 0.0, MITF TRPM1 HTS -11 and dFosB activator -8.
COc1ccc(N2CCN(CCC(=O)c3ccc4ccccc4c3)CC2)cc1 was read as HTR5A inv ctr -18, HTR5A ag 5, SR-BI HDL uptake -4, NSD2 HMT inh 0, Wnt bcat act -1, V-ATPase pHluor 9, PvdQ inh -11, CDK5 p35 inh 2.1, MITF TRPM1 HTS -1 and dFosB activator -9.
Screening COc1cc(-c2cc(C(=O)Nc3c(Cl)cc(Cl)cc3Cl)c3ccccc3n2)cc(OC)c1OC returned HTR5A inv ctr -27, HTR5A ag 0, SR-BI HDL uptake 36, Wnt bcat act -3, V-ATPase pHluor -2, PvdQ inh -12, CDK5 p35 inh 0.7, MITF TRPM1 HTS 0 and dFosB activator -6.
`Cc1ccc(CSc2nnc(CCCCCNC(=O)OC(C)(C)C)o2)cc1` gave HTR5A inv ctr 1, HTR5A ag -2, SR-BI HDL uptake 2, NSD2 HMT inh -8, Wnt bcat act 11, V-ATPase pHluor 2, PvdQ inh -11, CDK5 p35 inh 0.3 and dFosB activator -10.
O=c1cnnc(Nc2ccc(Nc3ccccc3)cc2)[nH]1 was read as HTR5A inv ctr 2, HTR5A ag -1, SR-BI HDL uptake -14, NSD2 HMT inh 0, Wnt bcat act -1, V-ATPase pHluor -2, PvdQ inh -10, CDK5 p35 inh 1.4, MITF TRPM1 HTS 3 and dFosB activator 14.
Screening COc1cccc(NC(=O)CC2C(=O)NCCN2C(=S)Nc2ccc(F)cc2)c1 (stereo not drawn) returned HTR5A inv ctr 5, HTR5A ag -2, SR-BI HDL uptake 4, NSD2 HMT inh 9, Wnt bcat act 4, V-ATPase pHluor 0, PvdQ inh -11, CDK5 p35 inh -1.1, MITF TRPM1 HTS -1 and dFosB activator -1.
For COCCCNC(=O)c1ccc2c(=O)n(Cc3ccccc3OC)c(=S)[nH]c2c1 the results were HTR5A inv ctr -13, HTR5A ag 4, SR-BI HDL uptake 0, NSD2 HMT inh -1, Wnt bcat act 15, V-ATPase pHluor -1, PvdQ inh -17, CDK5 p35 inh -0.6, MITF TRPM1 HTS 9 and dFosB activator -3.
`Cc1cc2cc(C#N)c(NCCNC(=S)NCCCN3CCOCC3)nc2cc1C` gave HTR5A inv ctr 4, HTR5A ag 3, SR-BI HDL uptake 11, NSD2 HMT inh 2, Wnt bcat act -10, V-ATPase pHluor -1, PvdQ inh -16, CDK5 p35 inh -5.8, MITF TRPM1 HTS -5 and dFosB activator -5.
CCCCSc1nnc(-c2ccccc2NC(C)=O)c(=O)[nH]1 was read as HTR5A inv ctr 13, HTR5A ag -5, SR-BI HDL uptake 0, NSD2 HMT inh 0, Wnt bcat act 0, V-ATPase pHluor 7, PvdQ inh -4, CDK5 p35 inh -5.2, MITF TRPM1 HTS -1 and dFosB activator -3.
For COc1ccc(NC(=O)C2CCC(=O)N2S(=O)(=O)c2ccc(C)cc2)c(OC)c1 (stereo not drawn) the results were HTR5A inv ctr -30, HTR5A ag 9, SR-BI HDL uptake -8, NSD2 HMT inh -3, V-ATPase pHluor -2, PvdQ inh 2, CDK5 p35 inh 6.0, MITF TRPM1 HTS 6 and dFosB activator -10.
Screening Cc1ccc(N2C(=O)C3C4C=CC(CNC(=S)N5CCN(c6cccc(C)c6)C(C)C5)(O4)C3C2=O)cc1 (stereo not drawn) returned HTR5A inv ctr -2, HTR5A ag 1, NSD2 HMT inh -1, Wnt bcat act -4, V-ATPase pHluor 3, PvdQ inh -6, CDK5 p35 inh -1.8, MITF TRPM1 HTS -44 and dFosB activator -1.
Screening C=CCc1cc(OC)ccc1OCCCCn1cncn1 returned HTR5A inv ctr -22, HTR5A ag 4, SR-BI HDL uptake -34, NSD2 HMT inh 1, Wnt bcat act 2, V-ATPase pHluor 0, PvdQ inh 0, CDK5 p35 inh 0.3 and dFosB activator 4.
Screening NC(=O)c1ccccc1NC(=O)Nc1ccc(F)c(Cl)c1 returned HTR5A inv ctr 7, HTR5A ag -3, SR-BI HDL uptake 12, NSD2 HMT inh -6, Wnt bcat act 0, V-ATPase pHluor 4, PvdQ inh -2, CDK5 p35 inh -3.5, MITF TRPM1 HTS 0 and dFosB activator 2.
For CCOC(=O)c1ccccc1NC(=O)CN(c1ccccc1OCC)S(C)(=O)=O the results were HTR5A inv ctr 16, HTR5A ag 1, SR-BI HDL uptake 6, NSD2 HMT inh -2, V-ATPase pHluor -2, PvdQ inh -3, CDK5 p35 inh -1.2 and dFosB activator 6.
For Cc1nc(SCC(=O)O)c(C#N)c(-c2ccco2)c1C(=O)N(C)C the results were HTR5A inv ctr 8, HTR5A ag -3, SR-BI HDL uptake -18, NSD2 HMT inh -1, Wnt bcat act -1, V-ATPase pHluor 1, PvdQ inh -9, CDK5 p35 inh -1.2, MITF TRPM1 HTS -4 and dFosB activator -1.
`O=C(/C=C/c1ccco1)NC(=S)Nc1cccc(-c2nc3ccccc3s2)c1` gave HTR5A inv ctr 11, HTR5A ag 3, SR-BI HDL uptake 67, NSD2 HMT inh 0, Wnt bcat act -2, V-ATPase pHluor -2, PvdQ inh -3, CDK5 p35 inh 0.6, MITF TRPM1 HTS -1 and dFosB activator -13.
For CCOC(=O)c1ccc(NC(=O)c2nc[nH]c2C(=O)N[C@@H](Cc2ccccc2)C(=O)OC(C)(C)C)cc1 the results were HTR5A inv ctr -17, HTR5A ag 0, SR-BI HDL uptake 4, Wnt bcat act -21, V-ATPase pHluor 2, PvdQ inh 3, CDK5 p35 inh -1.6, MITF TRPM1 HTS 3 and dFosB activator -5.
`CCc1ccccc1NC(=O)CCc1nc(-c2ccc(C)cc2)no1` gave HTR5A inv ctr 9, HTR5A ag -4, SR-BI HDL uptake -15, NSD2 HMT inh -1, V-ATPase pHluor 0, PvdQ inh -2, CDK5 p35 inh -2.9, MITF TRPM1 HTS 5 and dFosB activator 21*.
`Cc1cc(CN(C)C(=O)CCc2nnc(Cc3cccc(C(F)(F)F)c3)o2)on1` gave HTR5A inv ctr 8, HTR5A ag 6, SR-BI HDL uptake 9, NSD2 HMT inh -2, Wnt bcat act 0, V-ATPase pHluor 0, PvdQ inh 4, CDK5 p35 inh -4.7, MITF TRPM1 HTS 31 and dFosB activator -8.
For CC1CCCN(S(=O)(=O)c2cc3c4c(c2)CCN4C(=O)CC3)C1 (stereo not drawn) the results were HTR5A inv ctr -16, HTR5A ag -2, SR-BI HDL uptake -8, NSD2 HMT inh 0, Wnt bcat act 0, V-ATPase pHluor -1, PvdQ inh 0, CDK5 p35 inh 1.7, MITF TRPM1 HTS 1 and dFosB activator 0.
Fc1ccc(COc2ccccc2-c2ccnc3ncnn23)cc1 was read as HTR5A inv ctr -11, HTR5A ag 5, SR-BI HDL uptake 12, NSD2 HMT inh 3, Wnt bcat act 0, V-ATPase pHluor -1, PvdQ inh -6, CDK5 p35 inh -2.5, MITF TRPM1 HTS -16 and dFosB activator -6.
